Luciferase inh = Photinus pyralis luciferase inhibition; P08659; purified P. pyralis luciferase, luminescence, biochemical; Potency, µM (series often up to 115 µM), inactives show at the highest dose activity change, negative = inhibition, usual class: inhibitors; hit rate 2.5% among 76,000; further: potency means the concentration at half of the fitted maximal effect; nearly all actives have a fitted effect of over 65% in size
Target sequence (P08659 whole entry, looked up): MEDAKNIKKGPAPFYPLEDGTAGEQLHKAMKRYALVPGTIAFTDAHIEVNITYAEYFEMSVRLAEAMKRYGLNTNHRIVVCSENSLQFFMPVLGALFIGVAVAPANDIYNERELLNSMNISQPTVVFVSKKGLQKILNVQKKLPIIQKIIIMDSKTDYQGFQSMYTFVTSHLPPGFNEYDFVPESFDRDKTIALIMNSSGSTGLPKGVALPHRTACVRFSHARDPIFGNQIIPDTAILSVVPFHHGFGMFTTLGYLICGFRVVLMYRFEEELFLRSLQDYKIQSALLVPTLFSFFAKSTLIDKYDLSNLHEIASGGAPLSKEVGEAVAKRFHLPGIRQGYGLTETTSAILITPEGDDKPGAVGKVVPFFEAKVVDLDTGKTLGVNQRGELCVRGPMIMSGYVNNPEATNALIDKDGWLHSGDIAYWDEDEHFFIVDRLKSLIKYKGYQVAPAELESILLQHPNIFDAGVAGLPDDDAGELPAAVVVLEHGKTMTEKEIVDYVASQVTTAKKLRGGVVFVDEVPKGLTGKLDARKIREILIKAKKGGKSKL
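FLuc 10nM, D-luciferin 10uM, ATP 10uM, Mg acetate 10mM, Tris acetate pH 7.5, Tween/BSA; cpd qHTS; enzyme added last; CCD luminescence.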
GPT2 inhibitor = inhibitors of human GPT2 alanine aminotransferase; AID 1671188; Q8TD30; Recombinant GPT2, coupled pyruvate oxidase/HRP Amplex Red fluorescence; hit rate 0.25% among 100,000; Potency, µM (series often up to 57.7 µM), without a hit: at the top dose activity change, negative = inhibition, most hits filed as inhibitors; further: potency means the concentration at half of the fitted maximal effect; nearly all actives have a fitted effect of over 60% in size; many of its hits are not listed in these tables
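Fluorescence read-out: pyruvate from GPT2 turnover coupled to pyruvate oxidase, HRP and Amplex Red (0.2mM ThPP, 0.2U/mL PO and HRP, 50uM Amplex final). Substrates 250uM a-KG, 2mM L-alanine; enzyme 10ng/uL; 30 min RT.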
NIH3T3 tox = cytotoxic compounds in NIH 3T3 cells; NIH 3T3 viability, CellTiter-Glo ATP luminescence, 48-72 h; Potency, µM (titrated, usually from 96.7 µM), for inactives: at the top dose activity change, negative = cytotoxicity, usual class: inhibitors; hit rate 4.3% among 94,000; further: potency means the concentration at half of the fitted maximal effect; nearly all actives have a fitted effect of over 55% in size
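Mouse fibroblast NIH 3T3 cells, 400 per well, received compound via pintool and were incubated for 48 or 72 hr prior to CellTiter-Glo ATP luminescence measurement.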
HEK cytotox = HEK 293 cell cytotoxicity; HEK 293 viability, ATP luminescence (CellTiter-Glo), 48-72 h; Potency, µM (doses to about 115 µM), without a hit: at the highest dose activity change, negative = cytotoxicity, most hits filed as inhibitors; AID 1345083; hit rate 6.6% among 94,000; further: potency means the concentration at half of the fitted maximal effect; nearly all actives have a fitted effect of over 60% in size
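HEK 293 cells seeded at 250 cells/well were exposed to compound for 48 or 72 hr at 37 degree Celsius. Viability taken as ATP content by CellTiter-Glo luminescence.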
SNCA expr inh = reduces expression of the alpha-synuclein gene; HEK-293 SNCA-luciferase knock-in, luminescence, 24 h; Potency, µM (series often up to 57.2 µM), without a hit: top-dose activity change, negative = inhibition, usual class: inhibitors; hit rate 0.17% among 140,000;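 further: potency means the concentration at half of the fitted maximal effect; plate controls were DMSO cells for no effect and cell-free wells for full effect; nearly all actives have a fitted effect of over 45% in size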
HEK293 viab = cell viability loss counter-screen | hit rate 0.12% among 150,000 | AID 1671193 | Potency, µM (doses to about 57.1 µM), for inactives: at the top dose activity change, negative = cytotoxicity, most hits filed as cytotoxic | HEK-293-SNCA-luc viability, GF-AFC fluorescence, 24 h;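 further: potency means the concentration at half of the fitted maximal effect; 0% = DMSO-treated cells and -100% = medium-only wells without cells; nearly all actives have a fitted effect of over 30% in size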
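HEK-293-SNCA-luc cells (1500/well) plated 24 h, then exposed 24 h to a dilution series; GF-AFC added 30 min at 37C, fluorescence 405/540 nm; normalised to medium-only and DMSO wells, Hill fit.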
IP6K1 inh = IP6K1 kinase inhibition; Q92551; IP6K1 kinase, ADP-Glo luminescence, 2 h; stronger effect = lower value; activity change, % (series mostly up to about 58 µM); hit rate 0.81% among 140,000; AID 1645851; in the data active means activity change below about -25%
Target sequence (Q92551 whole entry, looked up): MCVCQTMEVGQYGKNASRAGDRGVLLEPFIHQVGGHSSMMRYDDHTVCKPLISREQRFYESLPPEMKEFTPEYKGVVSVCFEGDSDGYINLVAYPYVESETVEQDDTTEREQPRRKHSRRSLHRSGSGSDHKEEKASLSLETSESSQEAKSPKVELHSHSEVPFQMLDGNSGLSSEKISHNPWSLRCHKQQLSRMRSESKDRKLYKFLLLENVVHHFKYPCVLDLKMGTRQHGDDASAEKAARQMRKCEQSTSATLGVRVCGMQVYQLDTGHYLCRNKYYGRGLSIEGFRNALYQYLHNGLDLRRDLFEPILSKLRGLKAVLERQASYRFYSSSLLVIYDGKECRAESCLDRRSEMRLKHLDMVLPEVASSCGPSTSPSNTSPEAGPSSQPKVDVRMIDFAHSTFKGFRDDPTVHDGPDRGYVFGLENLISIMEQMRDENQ
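ADP-Glo luminescence measures ADP made by human IP6K1 during a 2 h RT reaction with ATP/IP6 (mix at 1.3 mM/130 uM); top library doses 57.5 and 19.1 uM final.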
An asterisk follows results filed as active; i = inactive; ? = inconclusive; . = no result given; [ ] = dose if it differs, or a comment. Unless noted, the call rests on the fitted dose curve; in most records, active means well fitted curve in the direction sought with a large enough effect; inconclusive means small, poorly fitted or top-dose-only effect, or another doubt; inactive means no such curve, though single readings can be large; an effect the other way counts as inactive or inconclusive. Unless noted, on the % scale 0 is the no-effect control and ±100 the full control effect. A portion of the library; count on the stated rates, not on these rows.

SMILES	Luciferase inh	GPT2 inhibitor	NIH3T3 tox	HEK cytotox	SNCA expr inh	HEK293 viab	IP6K1 inh
CC(C)CCN1CC2(Cc3ccccc3C(=O)N2)C1	.	2%[88.5 µM]	-12%[138 µM]	-8%[172 µM]	6%[87.6 µM]	-7%[87.6 µM]	6
CN(c1ccccc1)c1cc(=O)c2ccnc(-c3ccc(CO)cc3)c2o1	-21%[172 µM]	?	8.9µM*	?	40%[activator][87.6 µM]	-15%[87.6 µM]	-8
COCCCNC(=O)C(NC(=O)c1ccccc1)C1CCN(C(=O)c2ccccc2F)CC1 (configuration not stated)	1%	i	i	i	9%	6%	-2
CCCCN(CC)CCNC(=O)C1CCN(S(=O)(=O)c2cccc3nsnc23)CC1	.	.	.	.	37%[activator]	?	6
CCCCNC(=O)c1cccc(-n2cnc3cccnc32)c1C	.	.	.	.	27%	9%	18
NC(=O)c1nc(-c2ccc(F)c(F)c2)nc2c1[nH]c(=O)n2-c1cccc(Cl)c1	.	.	.	.	0%	1%	25
CCSc1nnc2c(n1)OC(c1ccc(OC)c(OC)c1)N(C(C)=O)c1ccccc1-2 (configuration not stated)	.	.	.	.	10%	-22%	-1
CN1CCN(Cc2ncc[nH]2)CC12CCC(=O)N(CC(=O)O)CC2 (configuration not stated)	4%	-15%	-13%	-15%	-28%	5%	11
Cc1cc(C)cc(NC(=O)C(=O)NCC(c2ccc3c(c2)OCO3)N2CCN(C)CC2)c1 (configuration not stated)	.	.	.	.	?	10%	16
CCOc1ccccc1-c1nc(-c2ccc(-c3ccccc3)nc2OCC)no1	.	.	.	.	8%	-4%	4
Cc1nc(CN2Cc3nc(-c4cccc(C(F)(F)F)c4)ccc3OCC2=O)cs1	-9%[172 µM]	4%[88.5 µM]	79µM*	100µM*	?	0%[87.6 µM]	-14
CC(=O)c1cccc(NC(=O)CCc2c(C)nc3nc(CN)nn3c2C)c1	.	.	.	.	18%	0%	-4
COc1cccc(-c2ccc(CN3CCCC(NC(=O)c4ccc(C)cc4)C3)cc2)c1 (configuration not stated)	.	?	?	22µM*	73%[activator]	?	-3
O=C(C[C@@H]1O[C@H](CNS(=O)(=O)c2ccc(Cl)cc2)[C@@H](O)[C@H]1O)NC1CC1	0%[172 µM]	2%[88.5 µM]	-2%[174 µM]	-5%[172 µM]	26%[87.6 µM]	-3%[87.6 µM]	16
CO[C@H]1[C@H](NC(=O)CC(C)C)c2ccccc2C12CCNCC2	1%	2%	-1%	-2%	?	-11%	26
C=C1C[C@@]23CC[C@@H]4[C@](C)(C(=O)O)CCC[C@@]4(C)C2=CC[C@H]1C3	.	1%	.	.	.	-4%	-11
COCCNC(=O)c1ccc(-c2ccc(N3CCCCCC3)nc2)cc1	?	-26%	?	?	183%[activator]	-10%	-13
O=S(=O)(c1ccc2c(c1)CCC2)N1CCCC1Cc1noc(-c2ccccc2)n1 (configuration not stated)	.	i	?	?	?	-19%	0
CC(C)CNC(=O)N1CCCCCC1CN1CCOCC1 (configuration not stated)	2%	2%	-7%	-16%	-5%	-3%	-3
CCC(CC)NC(=O)C1Cn2cccc2C(=O)N1 (configuration not stated)	-5%	5%	-6%	-1%	-9%	-5%	-10

A few values from the results shown:
SNCA expr inh result of CCCCN(CC)CCNC(=O)C1CCN(S(=O)(=O)c2cccc3nsnc23)CC1 reads 37%[activator]
Luciferase inh result of O=C(C[C@@H]1O[C@H](CNS(=O)(=O)c2ccc(Cl)cc2)[C@@H](O)[C@H]1O)NC1CC1 reads 0%[172 µM]
GPT2 inhibitor result of COCCNC(=O)c1ccc(-c2ccc(N3CCCCCC3)nc2)cc1 reads -26%

Later entries:
SMILES	Luciferase inh	GPT2 inhibitor	NIH3T3 tox	HEK cytotox	SNCA expr inh	HEK293 viab	IP6K1 inh
CCOc1ccc(C(=O)Nc2ccc(-c3nc4cc(CC)ccc4o3)cc2)cc1	.	.	.	.	34%[activator]	11%	28
O=C1OCC2(CCN(Cc3ccc(Cl)cc3)C2)N1Cc1ccccn1 (configuration not stated)	-11%[172 µM]	?	?	?	-6%[87.6 µM]	10%[87.6 µM]	5
Cc1ccc(NC(=O)Cn2c(=O)n(CC(=O)NCCc3ccccc3)c(=O)c3ccccc32)cc1C	.	.	.	.	3%	-5%	30
COC(=O)C1=C(C)NC(C)=C(C(=O)OCC(C)=O)C1c1ccccc1[N+](=O)[O-] (configuration not stated)	.	-2%	.	.	-33%[25.6 µM]	-16%[23.9 µM]	5
Cc1cnn(CC(=O)N2CCC(Cn3c(C)cnc3C3CC3)CC2)c1	-8%	i	-8%	-20%	4%	20%	-1
CCc1nc2c(c(-c3ccc(Cl)cc3)n1)CCN(Cc1ccc(C#N)cc1)CC2	0%	-10%	?	40µM*	-2%	-11%	-2
Cc1ccc(-c2ccc(CCC(=O)O)n2-c2ccc(C(N)=O)cc2)cc1	.	.	.	.	28%	3%	-11
Cc1cc(C)c2c(=O)cc(C(=O)Nc3ccc(S(=O)(=O)Nc4nc(C)cc(C)n4)cc3)oc2c1	.	.	.	.	15%	7%	8
CCOc1cccc(C2c3c(-c4cc(C)ccc4O)n[nH]c3C(=O)N2Cc2ccco2)c1 (configuration not stated)	.	.	.	.	-15%	-17%	-5
COc1cccc(-c2ccnc3nc(-c4ccccc4OC)nn23)c1	-16%	-36%	?	?	8%	0%	-3
Cc1ccc(Cl)cc1NC(=O)CN1C(=O)CSc2ccc(S(=O)(=O)N3CCCC3)cc21	.	.	.	.	4%	-19%	4
O=C(c1ccc(N2CCC(O)CC2)nc1)N1CCC(N2CCOCC2)CC1	-4%	-5%	2%	-3%	3%	-11%	-15
CC(C)NC(=O)N(C1CCOCC1)C1CN(C(=O)c2ccco2)C1	-7%	4%	-2%	2%	26%	?	-11
O=C1N[C@@H]2CCN(S(=O)(=O)c3ccc(Cl)cc3)[C@@H]2C(=O)N1c1ccc(Oc2ccccc2)cc1	-2%	?	-15%	?	-17%	6%	3
CN1CCC(N2CC[C@@H]3[C@H]2C(=O)NC[C@H](CCC(=O)N2CCN(C)CC2)N3C)CC1	-10%[172 µM]	0%[88.5 µM]	-17%[174 µM]	-5%[172 µM]	-26%[87.6 µM]	2%[87.6 µM]	4
COc1ccc(-c2ccccc2NC(=O)C2CCCN(Cc3cccc(F)c3F)C2)cc1 (configuration not stated)	-2%	-15%	?	?	-21%	-17%	-1
CC(C)c1ccc(OCC(=O)NCC(c2ccc(Cl)cc2)N2CCOCC2)cc1 (configuration not stated)	.	.	.	.	17%	2%	-4
CCc1noc(-c2cn(C3CCN(C(=O)c4ccc(N(C)C)cc4)CC3)nn2)n1	0%	-10%	-32%	-21%	1%	7%	18
O=C(O)C1CCNCC1	.	?	.	.	5%	4%	.
O=C(c1ccccc1Cl)N1CCC2(CC1)CC(O)CCO2 (configuration not stated)	4%	-2%	-8%	?	-14%	-9%	0

Single records (already shown). Order of screens: Luciferase inh | GPT2 inhibitor | NIH3T3 tox | HEK cytotox | SNCA expr inh | HEK293 viab | IP6K1 inh
Profile of COc1cccc(-c2ccc(CN3CCCC(NC(=O)c4ccc(C)cc4)C3)cc2)c1 (configuration not stated) = . | ? | ? | 22µM* | 73%[activator] | ? | -3
Profile of CCOc1ccc(C(=O)Nc2ccc(-c3nc4cc(CC)ccc4o3)cc2)cc1 = . | . | . | . | 34%[activator] | 11% | 28

(further entries)
SMILES	Luciferase inh	GPT2 inhibitor	NIH3T3 tox	HEK cytotox	SNCA expr inh	HEK293 viab	IP6K1 inh
CC(=O)N1C(=O)COC[C@@H]1[C@H](O)c1ccc(NC(=O)C2CCC2)cc1	-5%[172 µM]	0%[88.5 µM]	0%[174 µM]	1%[172 µM]	-17%[87.6 µM]	-1%[87.6 µM]	6
CCC(C(=O)Nc1ccc(C(=O)OC)cc1)n1nc(-c2ccc(C)cc2)c2c(c1=O)CCCC2 (configuration not stated)	.	.	.	.	?	-19%	19
COc1ccc(-c2cc(N3CCN(C(=O)c4cccc(C#N)c4)CC3)n[nH]2)cc1	2%	i	-27%	?	38%[activator]	-14%	18
CN1CCC(Oc2nccnc2N2CCc3ccccc32)C1 (configuration not stated)	-6%	i	-27%	-20%	2%	-6%	12
COc1ccccc1N1CCN(C(=O)CN2C(=O)C(c3ccccc3)=NC23CCCC3)CC1	-11%	i	-16%	-6%	19%	-5%[12.5 µM]	17
COc1cc(OC)cc(C(=O)N2[C@@H]3CC[C@H]2CC(NC(=O)c2ccncc2)C3)c1 (some centres not stated)	-9%	i	-27%	-29%	-4%	8%	5
C=C1C(O)CC2C(C(=O)O)=COC(O[C@@H]3O[C@H](COC(=O)c4ccc(O)cc4)[C@@H](O)[C@H](O)[C@H]3O)C12 (some centres not stated)	.	i	.	.	.	-5%[23.9 µM]	-1

Among those listed so far, these have a furan ring, fused or not.
SMILES	Luciferase inh	GPT2 inhibitor	NIH3T3 tox	HEK cytotox	SNCA expr inh	HEK293 viab	IP6K1 inh
CCOc1cccc(C2c3c(-c4cc(C)ccc4O)n[nH]c3C(=O)N2Cc2ccco2)c1 (configuration not stated)	.	.	.	.	-15%	-17%	-5
CC(C)NC(=O)N(C1CCOCC1)C1CN(C(=O)c2ccco2)C1	-7%	4%	-2%	2%	26%	?	-11

Assay outcomes (PubChem BioAssay)
